Source: PubChem BioAssay (several laboratories)
ROCK2 inh: ROCK2 (human) kinase inhibition. AID 604. purified ROCK2, Kinase-Glo ATP depletion luminescence. inhibition, % at 6 µM. actives 0.35% (n = 60,000). O75116;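 active means inhibition above the screen-wide mean inhibition plus 3 SD, cut at about 18% in these data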;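 further: plate controls were DMSO wells for no effect and Y-27632 control wells after no-enzyme background subtraction for full effect; many of its hits are not listed in these tables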
PKA kinase inh: blocks human protein kinase A activity; P17612; PKA Kemptide phosphorylation, Kinase-Glo ATP luminescence; inhibition, % at 6 µM; actives 0.1% (n = 65,000);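 active means inhibition above the screen-wide mean inhibition plus 3 SD, cut at about 21% in these data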; further: many of its hits are not listed in these tables
A340 absorber: compound absorbs light at 340 nm; 65,000 tested, under 10 active; compound absorbance at 340 nm, fold over control; AID 708; fold change at 10 µM;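 active means at 10 µM dose, initial 340 nm absorbance at least 2 fold that of control wells; inactive means change under 2 fold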;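 further: initial absorbance extrapolated from kinetic A340 decline of NADH oxidation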
Fluor 339 460: intrinsic fluorescence of library compounds, ex339/em460 – biochemical, MLSMR library, data from DPM-DC assay, artefact control, profiling panel | fluorescence fold increase at 10 µM | compound autofluorescence, ex339/em460 nm, NADH buffer; hits give high values; 1 = no-compound wells, NADH background | actives 5.5% (n = 65,000);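 active means at 10 µM, mean starting fluorescence two-fold or more over control wells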;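 further: signal is the first read of a kinetic run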
JNK3 blocker: blocks human JNK3 kinase activity | P53779 | purified JNK3 kinase activity, HTS | inhibition, % at 8 µM | actives 0.61% (n = 60,000) | AID 746; in the data active means inhibition above about 17%;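 further: 0% = DMSO and 100% = reference inhibitor; many of its hits are not listed in these tables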
Target sequence (P53779 whole entry, looked up): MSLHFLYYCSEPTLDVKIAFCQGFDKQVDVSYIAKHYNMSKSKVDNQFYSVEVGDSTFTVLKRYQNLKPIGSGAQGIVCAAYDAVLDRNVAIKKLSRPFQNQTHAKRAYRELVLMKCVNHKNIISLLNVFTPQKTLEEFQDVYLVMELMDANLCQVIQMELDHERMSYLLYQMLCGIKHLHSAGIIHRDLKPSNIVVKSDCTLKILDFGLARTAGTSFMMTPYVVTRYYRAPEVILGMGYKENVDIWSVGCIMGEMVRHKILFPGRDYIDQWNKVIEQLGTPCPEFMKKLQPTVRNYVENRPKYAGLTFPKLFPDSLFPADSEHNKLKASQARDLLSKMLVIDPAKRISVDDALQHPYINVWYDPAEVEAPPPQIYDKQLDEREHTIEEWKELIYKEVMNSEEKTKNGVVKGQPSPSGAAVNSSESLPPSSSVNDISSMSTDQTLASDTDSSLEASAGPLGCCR
HER2 expr 66K: Her2 kinase expression inhibition; actives 0.69% (n = 65,000); P04626; HER2 level % of control, % at 10 µM; SKBR-3 HER2 protein level, AlphaScreen, 18-24 h; hits give low values;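 active means HER2 level under 5% of the carrier-only control; inconclusive means no clear call, values can overlap the other calls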;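 further: 100% = DMSO carrier and 0% = 500 nM PU-H71 HSP90 inhibitor; lower value means stronger loss of Her2 protein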
MKP-1 inh: blocks human MKP-1 phosphatase activity; inhibition, %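 (compounds tested at a single concentration somewhere between 10 and 100 µM)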; actives 0.15% (n = 65,000); P28562; AID 374; recombinant MKP-1, OMFP hydrolysis fluorescence;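 active means inhibition above about 50%, limit read from the data; inconclusive means inhibition over screen mean plus 3 SD, below that limit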;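 further: 0% = DMSO max control wells and 100% = wells with enzyme stopped by NaOH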
Target sequence (P28562 whole entry, looked up): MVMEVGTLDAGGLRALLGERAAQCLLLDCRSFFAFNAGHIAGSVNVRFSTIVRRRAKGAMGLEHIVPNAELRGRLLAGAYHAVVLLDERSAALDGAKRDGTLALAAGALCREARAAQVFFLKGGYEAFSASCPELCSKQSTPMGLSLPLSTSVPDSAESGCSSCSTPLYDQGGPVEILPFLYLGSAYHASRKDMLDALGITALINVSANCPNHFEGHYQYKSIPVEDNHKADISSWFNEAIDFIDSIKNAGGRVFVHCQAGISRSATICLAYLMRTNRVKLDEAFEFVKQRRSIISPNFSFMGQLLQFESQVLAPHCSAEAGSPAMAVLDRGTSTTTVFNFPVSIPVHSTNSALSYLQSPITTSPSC
Hsp90 inh: displaces geldanamycin probe from tumor Hsp90; NCI-N417 lysate Hsp90, Cy3B-geldanamycin FP displacement; inhibition, % at 30 µM; actives 0.35% (n = 64,000); AID 429;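 active means inhibition above 50%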;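 further: 0% = tracer plus lysate wells and 100% = tracer alone without lysate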
Cdc25B inh: inhibitors of human Cdc25B phosphatase | AID 368 | P30305 | recombinant Cdc25B, OMFP fluorescence Ex485/Em525 | inhibition, %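 (compounds tested at 10 µM final in the well)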 | actives 0.1% (n = 65,000); in the data active means inhibition above about 50%
Starred values were filed as active, the others as inactive; ? = inconclusive; · = no result given.

SMILES	ROCK2 inh	PKA kinase inh	A340 absorber	Fluor 339 460	JNK3 blocker	HER2 expr 66K	MKP-1 inh	Hsp90 inh	Cdc25B inh
COc1ccc(-n2c(=O)cc(N3CCOCC3)[nH]c2=O)cc1	1	2	0.98	1.1	-2	106	6	-1	-11
Cc1ccc2nc(CCc3nc4ccc(C)cc4o3)oc2c1	-4	12	0.99	1.1	7	121	1	-2	-9
CCOc1ccc(N2C(=O)NC(Cc3c[nH]c4ccccc34)C2=O)cc1 (stereo not drawn)	3	0	1	1.1	-7	107	-2	-2	-12
Cn1c(COc2ccccc2)nnc1SCc1cc(=O)[nH]c2ccccc12	-3	-5	1	1.1	0	90	21	4	0
CC(=O)Nc1ccccc1C(=O)N1CCc2ccccc21	-11	-3	1	1.1	2	122	-1	-4	-4
CCn1c(SC/C=C/c2ccccc2)nnc1-c1cccs1	4	11	1	1.1	1	69	-5	-1	-1
CCCSC1=N/C(=C\c2ccsc2)C(=O)S1	3	-1	1.1	1.1	-2	80	11	-5	-2
COc1ccc(C2(C(=O)NCCCN3CCOCC3)CCOCC2)cc1	7	-8	1	1.1	-1	103	-5	-3	-3
CC1CSc2nnc(CCc3ccccc3)n21 (stereo not drawn)	0	4	1	1.1	17	96	1	1	-12
[O-]/[N+](=C/c1cccnc1)c1ccc(Br)cc1	5	9	0.97	1	-4	99	?	13	47
Cc1ccc(Cl)cc1N1CCN(C(=O)C2CCC(=O)N2C(C)C)CC1 (stereo not drawn)	-2	3	1	1.1	-7	110	6	0	-11
Cn1c(C(=O)NCC2CCCO2)cc2c(=O)[nH]c3ccccc3c21 (stereo not drawn)	-4	0	0.99	1.2	-2	94	5	-5	-1
CCOc1ccc2nc(NC(=O)C3CCCN(S(=O)(=O)c4cccs4)C3)sc2c1 (stereo not drawn)	2	6	1	1.2	5	80	2	-1	-4
COc1ccccc1N1CCN(C(=O)CSc2nc3ccccc3c(=O)n2CC2CCCO2)CC1 (stereo not drawn)	8	8	1.1	1.1	6	91	37	-5	-10
COc1cc(NC(=O)c2ccco2)c(OC)cc1NC(=O)Nc1cccc(Cl)c1	6	10	1.1	1.2	3	66	-15	7	7
Clc1ccc2nc(CN3CCCc4ccccc43)cn2c1	1	-3	1.1	1.2	10	78	15	-5	6
CCCNC(=O)Cn1cccc1C(=O)c1ccccc1	4	4	1	1.1	0	110	0	0	5
COc1cc(OC)c(C2N(C)c3ccccc3N2C)cc1OC	0	-6	1	1	3	98	-5	1	-1
CCn1c(SCC(=O)Nc2nc(C)c(C)s2)nnc1-c1cccnc1	·	9	1	0.96	·	96	6	0	-8
CN1CCN(CCCNC(=O)c2cc3c(=O)n(C)c4ccccc4c3s2)CC1	2	10	1.2	2.1*	-2	49	2	-2	-2
Cn1c(Cc2ccccc2)nnc1SCC(=O)N1CCN(c2ccccc2)CC1	-1	7	1.1	1.1	-5	84	-3	-4	-13
CC1CCCCC1NS(=O)(=O)c1ccc(-n2cnnn2)cc1 (stereo not drawn)	-12	0	1	1.1	-3	128	4	0	-23
Cc1ccc(C)c2[nH]c(=O)c(C(c3nnnn3C3CCCC3)N3CCOCC3)cc12 (stereo not drawn)	2	8	0.99	1.6	3	93	23	-2	-12
COc1ccc(C(CNC(=O)COc2ccccc2C#N)N2CCOCC2)cc1 (stereo not drawn)	6	5	1	1.2	0	78	7	-4	-15
CCSc1nnc(NC(=O)c2csc(C)c2)s1	-2	-3	1	1	5	96	8	-2	-2
O=S(=O)(Nc1ccc2c(c1)nc1n2CCN(Cc2ccccc2)C1)c1ccc(F)cc1	4	7	1	1.3	10	74	-2	-6	2
Cc1ccc(C)c(N(C(=O)CCC(=O)Nc2cc(C)on2)C(C(=O)NC2CCCC2)c2ccco2)c1 (stereo not drawn)	5	8	0.99	1	-2	72	10	-3	-10
NC(=O)c1ccc(C2SCC(=O)N2Cc2ccccc2)cc1 (stereo not drawn)	5	6	1	1	-3	87	-2	-1	-6
COc1ccc(C(=O)Nc2nc(-c3cccs3)cs2)cc1	4	8	1	1.2	2	85	-6	-3	-18
COC(=O)c1[nH]c2ccc(Cl)cc2c1NC(=O)CN1CCC(C(N)=O)CC1	4	9	1.1	1.5	4	104	-13	-7	-8
COc1ccc(CNC(=O)C2CCN(S(=O)(=O)c3c(C)n[nH]c3C)CC2)cc1	4	11	0.99	1.1	-1	75	8	2	-19
O=C(c1ccccc1)c1coc2ccc(O)c(CN3CCOCC3)c12	4	10	0.99	1	9	66	8	4	-11
CCCS(=O)(=O)N1CCN(Cc2ccccc2C(F)(F)F)CC1	0	0	1.1	1.1	3	44	-11	-2	5
COc1ccc(-c2nc(C#N)c(N3CC(C)OC(C)C3)o2)cc1OC (stereo not drawn)	11	7	1.1	2.1*	2	84	8	-21	0
COc1cc(C2C3C(=O)N(c4ccc(F)cc4)C(=O)C3ON2c2ccccc2)ccc1O (stereo not drawn)	0	-2	1	1.1	-10	89	-13	11	30
Cc1cccc(NC(=O)c2cnc3n(c2=O)CCS3)c1	-2	-4	1.1	1	-1	117	-1	-2	-6
Cn1c(=O)c2c(nc(NCCCO)n2C/C=C/c2ccccc2)n(C)c1=O	-1	-3	1	1.1	4	72	-2	1	-1
COC(=O)COc1ccc(S(=O)(=O)NCC2CCCO2)cc1Cl (stereo not drawn)	2	4	1	1.1	3	93	9	-3	4
COc1ccc(C(=O)C(CO)Oc2ccccc2OC)cc1OC (stereo not drawn)	-3	-7	1.1	1.1	-4	89	-6	3	-7
Cc1ccc(-c2nnc(SCC(=O)N3CCN(c4ccccc4)CC3)o2)cc1	4	12	1	1.1	-6	92	0	-2	12
CCOC(=O)CN1C(=O)C(=O)c2cccc(C)c21	6	6	0.97	0.99	1	94	10	-6	-10
COc1ccc(CNC(=O)C2C3C=CC4(CN(Cc5cccnc5)C(=O)C24)O3)cc1 (stereo not drawn)	2	6	1	1.1	6	65	-5	-3	7
Cc1c(N=Cc2nc3ccccc3n2C)c(=O)n(-c2ccccc2)n1C	-8	-3	1.3	1.1	-2	106	5	-1	-5
O=C(CC(Nc1ccccc1)C(=O)O)c1ccccc1 (stereo not drawn)	·	0	1.1	1.1	·	76	11	·	2
COc1ccccc1-n1c(SCC(=O)N2CCCCC2)nc2cccnc21	1	4	1	1.1	-5	108	24	-4	5
COc1cccc(C2CC(C(F)(F)F)n3ncc(C(=O)NCC4CCCO4)c3N2)c1 (stereo not drawn)	5	5	0.97	0.99	1	89	6	-1	-10
Cc1ccc(NC(=O)CCc2c(C)nc3ncnn3c2C)cc1	-1	0	1	1.2	-1	70	-2	-3	-6
Cc1ccc2oc(=O)cc(CN3CCC(C)CC3)c2c1	-2	-2	1	1.2	7	88	-2	0	-3
O=C(C1CCN(Cc2cc(Cl)ccc2O)CC1)N1CCN(Cc2ccccc2)CC1	2	13	0.97	1.1	5	54	2	0	-22
COc1cccc(-c2csc(NC(=O)C3CC3)n2)c1	-2	5	1	1.1	-11	91	-8	1	-20
O=c1cc(-c2ccccc2Cl)c2c([nH]1)CCC2	4	5	1.1	1.9	2	74	1	-2	-19
CC1(C)S[C@@H]2[C@H](NC(=O)Cc3ccccc3)C(=O)N2[C@H]1C(=O)O	-8	-9	0.98	1	1	99	1	-5	-2
CCCCNC(=O)C1C2C=CC3(CN(Cc4ccccc4Cl)C(=O)C13)O2 (stereo not drawn)	·	2	1.1	1.1	·	88	6	·	-18
CCc1cc2c(=O)[nH]cnc2s1	51*	23*	1	1	3	99	-25	-7	0
CCCn1c(=NC(=O)c2ccco2)c(C(=O)OCC)cc2c(=O)n3ccccc3nc21	-6	4	1.1	3.8*	-8	84	-2	-12	-1
O=C(CN1CCN(Cc2ccc3c(c2)OCO3)CC1)N1CCc2[nH]c3ccc(F)cc3c2C1	-6	-4	0.98	1	-7	76	25	-7	7
O=C1OCCC1Sc1nc2ccccc2n1-c1ccccc1 (stereo not drawn)	4	9	1	1.1	-1	109	12	0	-9
CCN(CC(=O)Nc1ccccc1OC)C(=O)C1CC2C=CC1C2 (stereo not drawn)	6	9	1	1	8	104	7	-4	-3
Cc1ccc(Nc2nc(N3CCOCC3)nc(N3CCOCC3)n2)cc1	-1	-1	1	1.1	-3	95	6	-4	-2
Cc1ccc(C2N(c3cccc(Cl)c3)C(=O)C3CCCN32)o1 (stereo not drawn)	6	1	1	1.1	3	84	-1	-2	-17

Compound profiles, as listed above. Order of screens: ROCK2 inh | PKA kinase inh | A340 absorber | Fluor 339 460 | JNK3 blocker | HER2 expr 66K | MKP-1 inh | Hsp90 inh | Cdc25B inh
`O=c1cc(-c2ccccc2Cl)c2c([nH]1)CCC2` is listed with 4 | 5 | 1.1 | 1.9 | 2 | 74 | 1 | -2 | -19
`O=C(C1CCN(Cc2cc(Cl)ccc2O)CC1)N1CCN(Cc2ccccc2)CC1` is listed with 2 | 13 | 0.97 | 1.1 | 5 | 54 | 2 | 0 | -22
`Cc1ccc(Nc2nc(N3CCOCC3)nc(N3CCOCC3)n2)cc1` is listed with -1 | -1 | 1 | 1.1 | -3 | 95 | 6 | -4 | -2
`CCc1cc2c(=O)[nH]cnc2s1` is listed with 51* | 23* | 1 | 1 | 3 | 99 | -25 | -7 | 0
`CCCn1c(=NC(=O)c2ccco2)c(C(=O)OCC)cc2c(=O)n3ccccc3nc21` is listed with -6 | 4 | 1.1 | 3.8* | -8 | 84 | -2 | -12 | -1

Additional entries
SMILES	ROCK2 inh	PKA kinase inh	A340 absorber	Fluor 339 460	JNK3 blocker	HER2 expr 66K	MKP-1 inh	Hsp90 inh	Cdc25B inh
COc1ccc(-c2nn(-c3ccccc3)cc2CO)cc1OC	5	4	1	1.1	4	158	7	-4	2
CC(C)(C)OC(=O)N1CCCC1C(=O)N1CCc2ccccc21 (stereo not drawn)	·	1	1	1	·	118	18	-1	-8
CN1CCc2c(sc(NC(=O)c3ccc(S(=O)(=O)N4CCOCC4)cc3)c2C(N)=O)C1	-6	2	1.1	1	-8	80	7	-7	4
CCc1cccc(NC(=O)C2CCCC2)c1	5	-1	1	1.1	-2	84	3	-3	-8
CC(C)Cc1cc(C(=O)N2CCN(c3ccc(F)cc3)CC2)no1	0	-5	1	1	0	101	7	0	-7
CCOC(=O)Cn1cnc2c(nnn2-c2ccc(OC)cc2)c1=O	5	8	1	1.1	0	90	12	0	-12
O=C(O)CSc1nnc(CNc2ccccc2Cl)n1-c1ccccc1	0	3	1	1.1	-3	85	6	-2	-1
COc1ccc(N2CCN(C(=O)c3ccc(-n4nc(C)cc4C)cc3)CC2)cc1	3	9	1	1.1	0	105	-2	2	-3
COc1cccc(-c2noc(CCC(=O)Nc3cccnc3)n2)c1	4	16	1	1.1	5	93	-30	0	-11
COc1ccc(OC)c(S(=O)(=O)N2C(C)CCCC2C)c1 (stereo not drawn)	8	8	1	1.1	0	91	21	-3	-12
Cc1cc(C)n(CCOc2ccc(Cl)cc2Cl)n1	0	-3	0.96	1.1	2	92	2	4	-5
COC(=O)c1ccccc1NC(=O)CN1CCC(n2nnc3cc(C)ccc32)CC1	·	5	1.1	1.2	·	172	6	·	-14

Part of the list above with just Fluor 339 460.
Compound | Fluor 339 460
COc1ccc(N2CCN(C(=O)c3ccc(-n4nc(C)cc4C)cc3)CC2)cc1 | 1.1
COc1cccc(-c2noc(CCC(=O)Nc3cccnc3)n2)c1 | 1.1

Next part.
SMILES	ROCK2 inh	PKA kinase inh	A340 absorber	Fluor 339 460	JNK3 blocker	HER2 expr 66K	MKP-1 inh	Hsp90 inh	Cdc25B inh
CCc1cccc(NC(=O)CCc2nc(-c3cccs3)no2)c1	-2	2	1	1	-1	108	-10	-3	-6
CCOC(=O)N1CCN(C(=O)C2c3cc(OC)c(OC)cc3C(=O)N3CCc4ccccc4C23)CC1 (stereo not drawn)	-2	7	0.98	1.1	-13	106	6	-2	2
Cc1ccc(S(=O)(=O)C(C#N)c2nc3ccccc3nc2N2CC(C)OC(C)C2)cc1C (stereo not drawn)	2	6	0.98	1.4	5	101	12	-3	13
CN1CCN(c2nc3nonc3nc2N2CCN(C)CC2)CC1	6	1	1.1	0.98	-2	107	-9	0	-21

This is a subset (hit frequency here may not be typical).
